# From PubChem
# Shn3 inh set2 = inhibitors of Schnurri-3 3'UTR reporter in osteoblasts | Clone20 osteoblast Shn3 3'UTR firefly luciferase, 24 h | inhibition, % at 12.5 µM | 360,000 compounds, 0.52% hits | AID 588674;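 active = mean inhibition of at least 75% with every replicate also reaching 75%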;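 also: 0% = median of neutral control wells and 100% = pilot-screen positive control compound; some compounds past the cut are filed as inactive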
# NR2E3 ag-1 = agonists of human nuclear receptor NR2E3; 320,000 compounds, 0.12% hits; AID 2300; inhibition of corepressor binding, % at 4.78 µM; Q9Y5X4; GST-NR2E3/biotin-RetCOR TR-FRET, 1536-well;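 active = percent inhibition above the cutoff of mean plus 3 SD of all tested compounds, set per screening campaign, cut at about 20% in these data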;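 also: 0% = DMSO wells and 100% = biotin wells as full block of FRET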
# Target sequence (Q9Y5X4 whole entry, looked up): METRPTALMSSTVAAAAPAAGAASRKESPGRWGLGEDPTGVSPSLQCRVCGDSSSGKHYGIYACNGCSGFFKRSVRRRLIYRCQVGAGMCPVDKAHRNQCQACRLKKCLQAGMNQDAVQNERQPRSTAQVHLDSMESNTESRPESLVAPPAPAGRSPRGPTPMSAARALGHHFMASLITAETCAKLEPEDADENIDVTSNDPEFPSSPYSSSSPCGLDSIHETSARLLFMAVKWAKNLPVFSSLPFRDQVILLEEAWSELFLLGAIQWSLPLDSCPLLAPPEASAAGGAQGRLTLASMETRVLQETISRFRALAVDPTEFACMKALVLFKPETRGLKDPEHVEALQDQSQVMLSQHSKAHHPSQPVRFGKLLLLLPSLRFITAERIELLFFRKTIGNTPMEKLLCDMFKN
#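 Format: 1536-well format; test system: GST-NR2E3 and biotin-RetCOR proteins; read-out basis: percent inhibition of TR-FRET ratio; timing: 5 h incubation at 4 °C; detection: time-resolved FRET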
# PDI inh = blocks human protein disulfide isomerase activity; AID 588391; PDI insulin aggregation turbidity, A650, 90 min; 350,000 compounds, 0.052% hits; inhibition, % at 10 µM; P07237;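 active = mean inhibition across replicates of 30% or more, whatever share of single replicates reach that level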;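 also: absorbance from insulin aggregation driven by PDI reduction with DTT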
# Target sequence (P07237 whole entry, looked up): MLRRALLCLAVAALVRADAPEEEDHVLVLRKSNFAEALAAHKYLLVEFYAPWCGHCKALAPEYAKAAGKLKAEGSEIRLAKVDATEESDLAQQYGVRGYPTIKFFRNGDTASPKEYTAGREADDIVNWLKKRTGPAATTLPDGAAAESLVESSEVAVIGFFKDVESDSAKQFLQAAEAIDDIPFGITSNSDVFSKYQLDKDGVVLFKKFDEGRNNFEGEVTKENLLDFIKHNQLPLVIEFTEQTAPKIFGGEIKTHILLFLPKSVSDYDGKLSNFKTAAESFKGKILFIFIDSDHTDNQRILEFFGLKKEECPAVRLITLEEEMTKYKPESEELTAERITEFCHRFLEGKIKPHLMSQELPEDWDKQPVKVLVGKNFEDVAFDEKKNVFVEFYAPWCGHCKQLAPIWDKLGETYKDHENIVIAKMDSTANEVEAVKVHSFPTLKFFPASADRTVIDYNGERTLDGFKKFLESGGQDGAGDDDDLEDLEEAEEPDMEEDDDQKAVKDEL
# NR2E3 ag-2 = human photoreceptor-specific nuclear receptor agonism; 360,000 compounds, 0.35% hits; inhibition of corepressor binding, % at 3.98 µM; AID 602229; CHO-S Gal4-NCOR/VP16-NR2E3 two-hybrid, luciferase;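 active = inhibition above the mean of all tested compounds plus 3 SD, cut at about 70% in these data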;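 also: 0% = DMSO with NR2E3 transfected cells and 100% = cells lacking NR2E3 construct; higher means lower luciferase signal from less NR2E3 corepressor binding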
# CaV13 FRET inh = Primary screen for inhibitors of IQ motif and Ca2+-dependent inactivation inhibitor domain binding in CACNA1D, Förster resonance energy transfer in living cells, …; HEK cells, CFP/YFP FRET ICDI-IQ, plate reader, 10 min; percent FRET-ratio fall versus neutral wells; inhibition, % at 12.3 µM; 340,000 compounds, 0.098% hits; AID 743397;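 active = mean replicate inhibition of at least 30% and at least 1% of replicates passing that level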;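 also: 0% = median of the neutral control wells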
# KKLEB cytotox = reduces viability of KKLEB cystic fibrosis airway cells; KKLEB CF airway cells viability, ATPlite luminescence, overnight; stronger effect = lower value; cells stimulated with P. aeruginosa culture filtrate; activity change (cytotoxicity), % at 5 µM; 360,000 compounds, 0.36% hits;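 active = corrected activity change at or below -50% at 5 µM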
# Peg3 promoter = Peg3 promoter activity inhibition; AID 588405; inhibition, % at 20 µM; HeLa PEG-Prom luciferase reporter, luminescence, overnight; 360,000 compounds, 1.7% hits;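 active = inhibition of at least 50% at 20 µM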
# HIF-2a block = inhibitors of HIF-2a; 786-0 RCC cells HIF-2a reporter, luciferase luminescence, overnight; inhibition, % at 18.8 µM; 360,000 compounds, 0.72% hits;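 active = inhibition of the luminescence signal of 40% or more relative to plate controls, in a single-dose primary screen at 18.75 µM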
# MITF TRPM1 inh = MITF TRPM1 promoter inhibition in SK-MEL-5 cells; SK-MEL-5 TRPM1 promoter luciferase, 24 h; inhibition, % at 12.5 µM; 330,000 compounds, 0.83% hits; AID 488899;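 active = mean inhibition across replicates of 60% or more, whatever share of single replicates reaches that level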; also: values of inactives mirror those of a sister screen read the other way
# CF NFkB inh = inhibitors of cystic fibrosis induced NF-kB | KKLEB NF-kB-GFP reporter, PAF-induced, GFP fluorescence overnight | 360,000 compounds, 0.86% hits | inhibition, % at 5 µM;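 active = at least 50% inhibition at 5 µM, scaled per plate between neutral and stimulator controls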;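 also: PAF is a Pseudomonas aeruginosa culture filtrate used as stimulus; plate controls were PAF-stimulated DMSO wells for no effect and unstimulated DMSO wells for full effect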
# Vif inh = HIV Vif inhibition. inhibition, % at 7.49 µM. 340,000 compounds, 0.35% hits. HEK293T cells, Vif self-association by quenched fluorescence, imaging, 24 h; in the data active = inhibition above about 50%, passing the limit was not always enough; also: some results filed as inactive read as strong as hits
# An asterisk follows results filed as active; x = not tested or not shown.
SMILES,Shn3 inh set2,NR2E3 ag-1,PDI inh,NR2E3 ag-2,CaV13 FRET inh,KKLEB cytotox,Peg3 promoter,HIF-2a block,MITF TRPM1 inh,CF NFkB inh,Vif inh
COc1ccc(COC(=O)CN2C(=O)NC3(CC(C)CC(C)(C)C3)C2=O)cc1F (configuration not stated),20.3,x,-1.4,22.7,-15.1,-5.2,-20.2,10.6,-7.6,4.9,-4.6
O=C(NN1CCOCC1)c1cc(-c2cccc(Cl)c2)nc2ccccc12,-3.3,2.7,-6.7,10.7,-8.1,-5.5,9.8,-30.4,4.0,-13.8,-7.5
COc1ccc(Br)cc1S(=O)(=O)NCCCN1CCOCC1,-7.1,-1.0,0.3,-2.0,1.3,5.1,4.7,11.3,3.3,-3.3,1.4
Cc1ccc(CN=c2c([N+](=O)[O-])nn(-c3ccc4c(c3)OCCO4)n2O)cc1,-29.5,-1.1,-0.1,-23.6,-8.3,26.9,-79.2,-52.0,7.2,-6.5,3.5
CC1(C)CC(=O)N(CC(=O)NC2CCCC2)c2ccccc2S1(=O)=O,-4.9,-1.6,x,11.9,-11.2,1.5,8.7,-3.5,6.1,8.5,1.8
S=C(NCc1ccco1)N/N=C/c1ccccc1Cl,-10.9,4.4,7.5,-21.5,-4.1,4.5,-3.6,-28.9,16.9,1.2,-5.2
Cn1cc(/C=N/NC(=O)COc2ccccc2[N+](=O)[O-])c2ccccc21,2.3,2.0,-1.0,-13.3,-6.7,-1.2,-45.2,-44.3,-0.8,3.2,-4.4
COc1ccc(-c2cnc3c(NC(C)=O)cc(-c4ccc(S(C)(=O)=O)cc4)cn23)cc1OC,-6.0,x,-8.6,-44.6,-9.6,3.0,16.2,20.6,x,0.1,7.8
O=C(CCNS(=O)(=O)c1ccc(F)c(F)c1)NCCN1CCOCC1,6.2,x,-4.6,-11.8,-5.6,-17.9,-6.7,3.2,3.9,5.5,-6.1
COC(=O)c1cccc(NC(=O)NC23CC4CC(CC(C4)C2)C3)c1,-34.5,2.4,6.5,-30.9,-3.9,2.5,-56.9,-110.9,-36.2,-10.3,-4.8
CC(C)c1ccc(S(=O)(=O)c2cc3cc(Br)ccc3oc2=O)cc1,16.8,2.1,8.1,1.0,-3.9,-25.2,88.2*,13.7,2.4,37.3,9.9
CSc1ccccc1C(=O)OCC(=O)N1CCCCCC1,-6.2,x,-14.4,-40.9,-6.5,10.4,-98.2,-67.9,-12.6,2.0,-3.5
C=CCN1C(=O)CN=C1Nc1ccc(OC)cc1OC,-1.1,-1.0,2.8,-5.1,x,4.7,6.4,8.9,3.4,-2.4,4.0
CCCNC(=O)c1c(O)c2c([nH]c1=O)CCCC2,-60.1,-5.4,16.8,-18.0,-3.9,5.8,-187.0,-144.3,-44.5,-1.8,0.0
COc1ccc(CCN(C)CC(=O)Nc2cc(C)nc3ccccc23)cc1OC,58.2,-0.4,-5.5,-16.3,-19.2,0.1,23.6,17.0,x,18.4,-4.8
COc1ccc(OC)c(C(=O)NC(CC(N)=O)c2ccc(N3CCCCCC3)c([N+](=O)[O-])c2)c1 (configuration not stated),-13.9,0.7,6.7,0.7,-11.5,-1.1,-8.5,3.6,-1.4,-18.4,-0.5
Cc1nn2c(c1-c1ccccc1)NC1=C(C(=O)CCC1)C2c1ccccc1 (configuration not stated),-13.5,5.7,5.0,7.2,-3.7,11.6,20.9,-1.3,3.9,-29.9,12.0
NC(=O)c1ncn([C@@H]2O[C@H](CNCc3ccc(OCC(=O)Nc4ccccn4)cc3)[C@@H](O)[C@H]2O)n1,-6.0,x,-1.3,-28.3,-6.4,4.3,-37.9,-26.3,-27.3,3.6,-1.8
O=C(N/N=C/c1cccc(Cl)c1)C(c1ccncc1)N1CCOCC1 (configuration not stated),4.5,0.0,-3.1,-10.2,-5.6,-10.6,-5.6,18.2,-9.0,22.6,6.5
O=C1NC(=Nc2cccc(O)c2)S/C1=C\c1cccc([N+](=O)[O-])c1,-2.1,5.4,-1.0,-20.1,-4.4,-21.6,-82.1,-12.6,-37.1,7.7,10.6
COc1ccc(Nc2cc(Nc3cc(OC)c(OC)c(OC)c3)ncn2)cc1,27.8,-0.5,3.2,-7.7,-14.2,-9.0,29.4,32.0,10.6,-1.2,0.0
CCOc1ccc(CNC(=O)c2ccc(Sc3ccc(C)cc3)c(NC(C)=O)c2)cc1OC,9.0,2.9,8.8,11.5,-14.3,8.2,16.1,13.6,3.1,-7.1,-10.4
CC(=O)Nc1ccc(S(=O)(=O)N(C)CC(=O)Nc2cccc(S(=O)(=O)N3CCCC3)c2)cc1,6.5,0.8,5.3,-19.3,-6.3,11.7,8.4,3.9,6.1,1.6,-2.5
CCCn1cc(SCC(=O)NCc2ccc3c(c2)OCO3)c2ccccc21,3.3,-1.4,x,15.4,0.2,-0.2,-5.2,2.0,1.5,-13.4,2.0

# Copied from the results shown, seven compounds:
SMILES,Shn3 inh set2,NR2E3 ag-1,PDI inh,NR2E3 ag-2,CaV13 FRET inh,KKLEB cytotox,Peg3 promoter,HIF-2a block,MITF TRPM1 inh,CF NFkB inh,Vif inh
C=CCN1C(=O)CN=C1Nc1ccc(OC)cc1OC,-1.1,-1.0,2.8,-5.1,x,4.7,6.4,8.9,3.4,-2.4,4.0
CCCNC(=O)c1c(O)c2c([nH]c1=O)CCCC2,-60.1,-5.4,16.8,-18.0,-3.9,5.8,-187.0,-144.3,-44.5,-1.8,0.0
COc1ccc(CCN(C)CC(=O)Nc2cc(C)nc3ccccc23)cc1OC,58.2,-0.4,-5.5,-16.3,-19.2,0.1,23.6,17.0,x,18.4,-4.8
COc1ccc(OC)c(C(=O)NC(CC(N)=O)c2ccc(N3CCCCCC3)c([N+](=O)[O-])c2)c1 (configuration not stated),-13.9,0.7,6.7,0.7,-11.5,-1.1,-8.5,3.6,-1.4,-18.4,-0.5
Cc1nn2c(c1-c1ccccc1)NC1=C(C(=O)CCC1)C2c1ccccc1 (configuration not stated),-13.5,5.7,5.0,7.2,-3.7,11.6,20.9,-1.3,3.9,-29.9,12.0
NC(=O)c1ncn([C@@H]2O[C@H](CNCc3ccc(OCC(=O)Nc4ccccn4)cc3)[C@@H](O)[C@H]2O)n1,-6.0,x,-1.3,-28.3,-6.4,4.3,-37.9,-26.3,-27.3,3.6,-1.8
O=C(N/N=C/c1cccc(Cl)c1)C(c1ccncc1)N1CCOCC1 (configuration not stated),4.5,0.0,-3.1,-10.2,-5.6,-10.6,-5.6,18.2,-9.0,22.6,6.5

# (continued)
SMILES,Shn3 inh set2,NR2E3 ag-1,PDI inh,NR2E3 ag-2,CaV13 FRET inh,KKLEB cytotox,Peg3 promoter,HIF-2a block,MITF TRPM1 inh,CF NFkB inh,Vif inh
COC(=O)CCCC1=CC2=C(c3ccccc3)C(=O)C(C)(OC(=O)C3CCCC3)C(=O)C2=CN1c1ccc(OC)cc1 (configuration not stated),14.8,2.4,-2.6,6.3,-13.9,9.0,-15.1,0.6,-7.5,-9.0,0.9
CS(=O)(=O)Nc1cccc(NC(=O)c2cccc3c(-c4cccnc4)coc23)c1,-12.5,x,-10.2,-22.5,x,-6.6,43.7,-18.2,x,-13.9,-1.2
Cc1nc2c(=O)oc3ccccc3c2n1-c1ccccc1,-3.1,-1.9,-10.7,2.5,x,-11.0,2.9,9.1,4.8,10.0,7.3
CCCCC1(C)Nc2ccccc2-c2nc3ccccc3n21 (configuration not stated),-82.0,-2.0,2.3,-74.1,-2.2,-4.4,-190.3,-206.6,-79.4,-9.5,-13.2
Cc1cc(C(=O)CSc2nc(N)cc(=O)[nH]2)c(C)n1-c1ccc(OC(F)F)cc1,78.4,1.1,-5.0,-24.2,-6.3,-0.7,12.2,13.8,23.2,-19.5,-7.1
O=C(O)c1cc(-c2ccc(Cl)cc2)n(-c2ccc(F)cc2)n1,27.3,-3.8,0.2,-6.5,-4.8,9.3,24.2,29.7,-3.6,-30.4,4.4
COc1ccc(CN(C(=O)Cc2cccs2)C(C(=O)NC2CCCC2)c2ccncc2)cc1 (configuration not stated),-4.0,1.7,6.6,-8.3,-9.3,-4.6,4.3,-11.8,7.3,0.6,0.1
c1ccc(-c2nc(N3CCOCC3)c3ccccc3n2)nc1,8.0,0.4,-5.1,-17.9,-3.7,6.7,-9.1,1.6,22.2,14.1,-3.8
CCOP(=O)(OCC)C(Nc1ccccn1)c1ccccc1 (configuration not stated),-3.6,-3.3,10.1,0.4,-5.8,12.9,-8.5,19.3,-4.1,-17.4,0.0
CN(C)/N=C/c1cc(Cl)cc([N+](=O)[O-])c1O,-4.7,1.6,-4.6,0.5,-3.0,1.7,9.7,7.9,7.6,8.6,-15.4
COc1ccccc1NS(=O)(=O)c1cc(NC(=O)C2CCCO2)ccc1C (configuration not stated),-7.0,x,1.8,0.9,-1.9,-1.9,18.9,13.6,-0.2,-8.7,-6.6
Cc1cc2nc(CO)[nH]c2cc1C,-39.8,1.2,-2.7,-4.3,-4.1,-6.4,-5.9,-12.8,-7.6,-12.8,-3.2
COc1ccc(-n2c(=O)c3ccccc3n(CC(=O)NCc3ccco3)c2=O)cc1,-2.0,2.3,-2.1,7.4,-16.3,-0.6,1.7,16.0,6.2,-8.3,1.3
Cc1cc(C)n2nc(C(=O)OCC(=O)N3C(C)CCCC3C)nc2n1 (configuration not stated),1.6,0.0,2.0,-1.0,-7.3,0.9,-1.7,9.2,-9.7,-2.0,-1.5
O=C(CN(Cc1ccccc1)S(=O)(=O)c1ccc(Br)cc1)N/N=C/c1ccccc1C(=O)O,-0.2,1.8,9.9,-13.1,-4.5,5.2,6.3,18.1,2.6,-1.5,-0.7
O=C(NCc1ccc(Cl)cc1)c1ccc2ccccc2n1,-48.0,5.0,6.2,-32.1,-6.0,3.4,-110.0,-122.7,-14.5,-8.0,20.0
Cc1ccc(S(=O)(=O)NCCNC(=O)N2CCOCC2)cc1,-1.5,-3.2,-1.2,-1.8,x,5.5,8.0,10.7,0.6,4.6,-2.7
CCN(CCCNC(=O)c1[nH]c(C)c(C(C)=O)c1C)c1cccc(C)c1,19.6,-2.1,-0.9,-5.7,x,1.4,8.5,15.5,-1.0,-19.6,-8.2
O=C(Nc1ccc(F)cc1)N1CCc2ccccc2C1,-9.0,3.2,-1.3,-94.3,-2.1,1.2,-205.0,-265.4,-47.3,-19.5,0.6
Fc1ccccc1NC(=S)Nc1ccc(Br)cc1,47.3,-2.6,-1.2,13.0,-2.7,-7.3,-77.3,-124.1,-39.4,15.3,0.1
